mIDH1 inhibitor = blocks human mutant IDH1 R132H enzyme; IDH1-R132H enzyme, NADPH consumption, diaphorase/resazurin fluorescence; Potency, µM (highest dose often 76.6 µM), for the others: at the highest dose activity change, negative = inhibition, usual class: inhibitors; actives 0.093% (n = 390,000); also: % is scaled to controls: 0 for no effect and ±100 for the full control effect; nearly all actives have a fitted effect of over 65% in size
Target sequence (O75874 whole entry R132H, stated change not applied): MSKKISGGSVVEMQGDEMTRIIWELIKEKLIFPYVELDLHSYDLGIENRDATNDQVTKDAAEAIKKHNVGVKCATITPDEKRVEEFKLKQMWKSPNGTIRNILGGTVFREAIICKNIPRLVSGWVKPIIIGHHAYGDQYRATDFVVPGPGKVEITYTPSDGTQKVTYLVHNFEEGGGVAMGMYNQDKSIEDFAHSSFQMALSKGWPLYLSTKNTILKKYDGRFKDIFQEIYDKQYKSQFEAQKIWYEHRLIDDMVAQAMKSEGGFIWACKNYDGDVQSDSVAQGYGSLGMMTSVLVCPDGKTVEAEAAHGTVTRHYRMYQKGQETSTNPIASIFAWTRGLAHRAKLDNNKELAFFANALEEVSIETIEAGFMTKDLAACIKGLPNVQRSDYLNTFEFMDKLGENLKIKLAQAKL
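IDH1-R132H (0.5 ug/mL) preincubated 30 min with compound, then NADPH (0.016 mM) and alpha-KG (2 mM) added; 80 min at RT, pH 7.5. Remaining NADPH coupled via diaphorase/resazurin to fluorescence (540/590 nm); concentration-response curves normalized to no-enzyme control.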
USP1 inh = USP1/UAF1 (human) deubiquitinase inhibition. recombinant USP1/UAF1, Ub-Rhodamine cleavage fluorescence. actives 0.23% (n = 390,000). Potency, µM (titrated, usually from 57.1 µM), without a hit: top-dose activity change, negative = inhibition, usual class: inhibitors. O94782; also: % is scaled to controls: 0 for no effect and ±100 for the full control effect; nearly all actives have a fitted effect of over 60% in size; inactives centre near -12
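USP1/UAF1 complex (1 nM) preincubated 15 min at room temperature with compound, then Ub-Rho substrate (150 nM final) added. Kinetic fluorescence at 480/540 nm over 6 reads at 60 s intervals; 50 mM HEPES pH 7.8, 0.5 mM EDTA, 0.1 mg/ml BSA, 1 mM TCEP, 0.01% Tween-20.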
rTrxR1 inhibitor = blocks rat thioredoxin reductase 1. recombinant rTrxR1, NADPH fluorescence consumption, selenite substrate. Potency, µM (series often up to 114 µM), for inactives: at the top dose activity change, negative = inhibition, actives largely listed as inhibitors. actives 1% (n = 390,000). AID 588453; also: % is scaled to controls: 0 for no effect and ±100 for the full control effect; nearly all actives have a fitted effect of over 65% in size
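Rat TrxR1 (90 nM in the dispensed reagent) was pre-reduced with 400 uM NADPH for 5 min at room temperature, then incubated with compound for 15 min. After 400 uM selenite was added, NADPH fluorescence (Ex 340/Em 450 nm) was followed for 8 min.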
ALOX12 inh = inhibitors of human 12S-lipoxygenase ALOX12; Potency, µM (series often up to 108 µM), for the others: at the highest dose activity change, negative = inhibition, actives largely listed as inhibitors; P18054; AID 1671190; actives 1.1% (n = 580,000); purified 12hLO, xylenol orange hydroperoxide absorbance; also: % is scaled to controls: 0 for no effect and ±100 for the full control effect
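Purified human 12hLO at 150 nM in 25 mM Hepes, 0.01% Triton X-100, pH 7.0, preincubated 15 min at room temperature with compound. Reaction started with 40 uM arachidonic acid, 30 min at room temperature. Hydroperoxide measured by Fe-xylenol orange, 573/405 nm absorbance ratio.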
TrxR1 substrate = is turned over as a substrate by rat TrxR1; Potency, µM (top dose mostly 114 µM), inactives show at the top dose activity change, negative = substrate turnover; AID 588456; purified TrxR1 substrate turnover, NADPH consumption readout; O89049; actives 0.01% (n = 390,000); also: % is scaled to controls: 0 for no effect and ±100 for the full control effect; nearly all actives have a fitted effect of over 50% in size
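Rat TrxR1, dispensed at 90 nM, was prereduced with 400 uM NADPH (final) for 5 min at ~22 deg C, then incubated with compound 15 min before 400 uM selenite. A first-read NADPH fluorescence drop versus no-compound background flagged substrates.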
Vif-A3F inh = inhibitors of Vif-A3F interaction; HeLa A3F-eYFP + Vif (tagged APOBEC3F with the HIV-1 protein that degrades it), YFP fluorescence increase; actives 0.2% (n = 390,000); Potency, µM (top dose mostly 46.1 µM), for inactives: at the highest dose activity, negative = active; AID 602313; also: % of control where 0% means no effect; nearly all actives have a fitted effect of over 65% in size
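Fluorescence increase (Ex 488/Em 500-530) after overnight compound treatment at 37 deg C flags inhibition of Vif-driven A3F-eYFP loss in stable HeLa A3F-eYFP/Vif cells seeded overnight beforehand.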
RXFP1 ag = agonists of human relaxin receptor RXFP1; Q9HBX9; HEK293T-RXFP1 cAMP TR-FRET, 30 min; response scale: percent of porcine relaxin response, buffer zero; Potency, µM (top dose mostly 57.5 µM), for inactives: at the top dose activation, actives largely listed as activators; actives 0.3% (n = 370,000); AID 2676; also: % is scaled to controls: 0 for no effect and ±100 for the full control effect; nearly all actives have a fitted effect of over 60% in size; many of its hits are not listed in these tables
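HEK293 cells stably expressing RXFP1, treated 30 min at 37C with compounds plus PDE4 inhibitor Ro 20174; cAMP measured by HTRF TR-FRET. Normalized to buffer and 29 nM porcine relaxin; EC50 by Hill fit.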
Vif-A3G inh = blocks the Vif interaction with human APOBEC3G; Potency, µM (highest dose often 46.1 µM), for the others: at the highest dose activity, negative = active, most hits filed as inhibitors; Q9HC16; HeLa A3G-eYFP + Vif (tagged APOBEC3G with the HIV-1 protein that degrades it), YFP fluorescence, overnight; actives 0.076% (n = 410,000);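 also: % is scaled to controls: 0 for no effect and ±100 for the full control effect; nearly all actives have a fitted effect of over 60% in size; hits raise eYFP signal because A3G escapes Vif-driven loss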
Target sequence (Q9HC16 whole entry, looked up): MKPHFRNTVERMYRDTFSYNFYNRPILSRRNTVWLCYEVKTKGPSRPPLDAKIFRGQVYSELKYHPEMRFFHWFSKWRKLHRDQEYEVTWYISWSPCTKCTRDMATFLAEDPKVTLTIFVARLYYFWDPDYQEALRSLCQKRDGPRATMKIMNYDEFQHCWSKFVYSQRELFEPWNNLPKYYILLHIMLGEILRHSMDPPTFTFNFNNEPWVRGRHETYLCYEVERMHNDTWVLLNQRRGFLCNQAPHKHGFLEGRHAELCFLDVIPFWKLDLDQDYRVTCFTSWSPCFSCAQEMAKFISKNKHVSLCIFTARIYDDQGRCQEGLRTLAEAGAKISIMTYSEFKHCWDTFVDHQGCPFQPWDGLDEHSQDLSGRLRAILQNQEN
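Read-out is eYFP fluorescence (Ex 488/Em 500-530) from Vif-expressing HeLa A3G-eYFP cells; more signal means A3G escaped Vif-mediated degradation. Cells plated overnight, compound pinned in, incubated overnight at 37 deg C.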
RGS4 inh = blocks human RGS4-accelerated GTP hydrolysis; P49798; AID 504845; Potency, µM (titrated, usually from 114 µM), for the others: at the top dose activity change, negative = inhibition, most hits filed as inhibitors; Transcreener GDP fluorescence polarization, RGS4-accelerated GTP hydrolysis; actives 0.039% (n = 390,000); also: % is scaled to controls: 0 for no effect and ±100 for the full control effect; nearly all actives have a fitted effect of over 75% in size; some results filed as inactive show a strong effect at the top dose
Target sequence (P49798 whole entry, looked up): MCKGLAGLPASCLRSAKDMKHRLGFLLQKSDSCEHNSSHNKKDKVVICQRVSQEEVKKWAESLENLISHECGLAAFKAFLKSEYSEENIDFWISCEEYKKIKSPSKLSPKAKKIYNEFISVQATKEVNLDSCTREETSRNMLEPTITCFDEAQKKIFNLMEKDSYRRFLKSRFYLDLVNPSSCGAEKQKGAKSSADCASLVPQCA
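MLSMR compounds (23 nl, pin-transferred) preincubated 10 min at room temperature with a 500nM (2x) first reagent, then RGS4 at 900nM (2x) plus Transcreener GDP mix added; fluorescence polarization (620/688 nm) read before and after 90 min at 30 °C.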
* = called active by the depositor; ? = inconclusive; nt = not tested or not shown; & = joins results of further samples; [ ] = remark or other dose. Calls follow the shape of the dose curve; as a rule, active = well fitted curve in the direction sought with a large enough effect; inconclusive = small, poorly fitted or top-dose-only effect, or another doubt; inactive = no such curve, though single readings can be large; an effect the other way counts as inactive or inconclusive. Potency is read from the fitted curve at half-maximal effect. A portion of the library; the hit share may differ from the screen's.

SMILES	mIDH1 inhibitor	USP1 inh	rTrxR1 inhibitor	ALOX12 inh	TrxR1 substrate	Vif-A3F inh	RXFP1 ag	Vif-A3G inh	RGS4 inh
CC#CP(=O)(OC)C(O)(CF)c1ccccc1 (stereo unspecified)	8%	-22%	2%	-14%	-6%	15%	0.1%	-2%	-8%
CN(C)C1=NC(N(C)C)=NP(N(C)C)(N(C)C)=N1	2%	-15%	-9%	-8%	-3%	7%	2.4%	2%	9%
Cc1cc(C(=O)CS(=O)(=O)c2ccc(F)cc2)cc(C)c1OC(=O)N(C)C	3%	-16%	-14%[57.1 µM]	0%	8%[57.1 µM]	2%	0.7%	4%	-13%
Cc1ccc(CN2CCC3CCC(C3)C2)c(O)c1 (stereo unspecified)	1%	-14%	-7%	-7%	-6%	-5%	nt	1%	-30%
Cc1ccc(N2C(=O)NC(=O)/C(=C\c3ccc(N4CCOCC4)cc3)C2=O)cc1	-2%	-3%	?	?	-5%	-22%	-1.9%	-6%	-41%
CCOc1ccc(-n2c(O)c(N=Nc3ccc([N+](=O)[O-])cc3)c(=O)[nH]c2=O)cc1	12%	-17%	-36%	-18%	-17%	-7%	14%	?	17%
O=P(c1ccccc1)(c1ccccc1)N1CCCCC1	2%	-5%	5%[57.1 µM]	0%	6%[57.1 µM]	-1%	-0.8%	2%	5%
O=[N+]([O-])c1cccc(CN2CCN(Cc3ccc(Cl)cc3)CC2)c1	13%	-14%	16%[57.1 µM]	?	-1%	10%	0.1%	4%	-19%
CNCCc1ccc(OC)c(OC)c1	1%	-8%	20µM*	44%	6%[57.1 µM]	-21%	-1.1%	0%	16%
CC(C)CN1CCN(Cc2ccc(F)cc2Cl)CC1CCO (stereo unspecified)	0%	-14%	22%	-25%	-2%	-5%	0.8%	-5%	12%[56.9 µM]

Only Vif-A3G inh, RXFP1 ag and ALOX12 inh, for some of the entries so far:
| smiles | Vif-A3G inh | RXFP1 ag | ALOX12 inh |
| --- | --- | --- | --- |
| CCOc1ccc(-n2c(O)c(N=Nc3ccc([N+](=O)[O-])cc3)c(=O)[nH]c2=O)cc1 | ? | 14% | -18% |
| O=P(c1ccccc1)(c1ccccc1)N1CCCCC1 | 2% | -0.8% | 0% |
| O=[N+]([O-])c1cccc(CN2CCN(Cc3ccc(Cl)cc3)CC2)c1 | 4% | 0.1% | ? |
| CNCCc1ccc(OC)c(OC)c1 | 0% | -1.1% | 44% |

Next part.
SMILES	mIDH1 inhibitor	USP1 inh	rTrxR1 inhibitor	ALOX12 inh	TrxR1 substrate	Vif-A3F inh	RXFP1 ag	Vif-A3G inh	RGS4 inh
O=C1CC(c2c(F)cccc2Cl)c2c(c3ccccc3oc2=O)O1 (stereo unspecified)	nt	-15%	3%	?	11%	nt	9.7%	nt	-1%
Cc1cccc(CNCCc2c[nH]c3ccccc23)c1	7%	-6%	-7%	45%&77%[activator]	1%	-3%	1.8%	0%	-12%
Cc1ccc(OCC(=O)N2CCN(C3CCC(c4ccccc4)CC3)CC2)cc1 (stereo unspecified)	3%	-11%	13%[57.1 µM]	?	1%[57.1 µM]	-2%	-1.4%	3%	13%
CCn1cc(C=C2C(=O)NC(=O)NC2=O)c2ccccc21	8%	-24%	1%	-2%	-3%	?	3.8%	-6%	-10%
COc1ccc(N2CCN(C(=O)c3cc(=O)[nH]c4ccccc34)CC2)cc1	-6%	-7%	4%[57.1 µM]	8%	5%	10%	-1.1%	-1%	?
CC(C)(C)C(=O)O[C@H]1CC[C@@]2(C)C(=CC(=O)C3C2CC[C@]2(C)C(=O)[C@H](O)CC32)C1 (stereo partly specified)	1%	5%	2%[2.29 µM]	-12%	4%[57.1 µM]	-2%	nt	-1%	10%
CCCCN1C(=O)/C(=C/c2ccc(N(C)C)cc2)C(=O)N(Cc2ccco2)C1=O	-1%	-27%	?	?	5%[57.1 µM]	?	-1.6%	?	?
COc1ccc(OC)c(C(c2c(O)c3ccccc3oc2=O)c2c(C)n(C)n(-c3ccccc3)c2=O)c1 (stereo unspecified)	-6%&-18%	-8%&-3%	13%&7%	21%&-4%	-1%&-2%	6%&-5%	1.8%&-0.4%	-1%&1%	20%&-23%
COc1ccc(C(SCC(NC(=O)OCc2ccccc2)C(=O)O)c2ccc(OC)cc2)cc1 (stereo unspecified)	-3%	-2%	nt	-14%	nt	0%	nt	2%	nt
N#Cc1ccccc1Cn1cc(C(=O)C2CC2)c2ccccc21	0%	-2%	-20%	0%	-12%	nt	-0.2%	-5%	-5%
Nc1ncc(S(=O)(=O)c2ccc(Cl)cc2)c(N)n1	22%	-25%	8%	-3%	-2%	2%	4.4%	1%	-19%
COc1ccccc1OCCCn1cc(C(=O)C2CC2)c2ccccc21	7%	-21%	9%	-2%	-9%[57.1 µM]	8%	1.7%	-2%	-24%
c1cc2c(cc1[C@H]1OC[C@H]3[C@@H]1CO[C@@H]3c1ccc3c(c1)OCO3)OCO2	4%	-10%	35%[activator]	4%	5%	3%	7.4%	2%	-11%
Cc1cc(S(N)(=O)=O)ccc1N=Cc1c(O)n(-c2ccccc2)c(=O)[nH]c1=O	-3%	-19%	-19%	-1%	-12%	-19%	2.2%	-3%	-8%
COc1cc(/C=C/c2nc3ccccc3c(=O)n2-c2ccc(O)cc2)ccc1O	-21%	-13%	-2%[11.4 µM]	-21%	-1%[11.4 µM]	?	0.9%	?	-12%
O=C1CC(c2cccnc2)=NN1c1ccc(Cl)cc1Cl	-3%	-15%	11%[57.1 µM]	-7%	6%[57.1 µM]	0%	-0.7%	-7%	-30%
Cc1cc(N2CCCCC2)nc2ccc(NC(=O)CCC(=O)N3CCN(c4cccc(Cl)c4)CC3)cc12	7%	-15%	55%[activator]	?	58%[activator]	-4%	7.8%	4%	8%
COc1ccc(C(O)CNC(C)C)c(F)c1OC (stereo unspecified)	nt	nt	-4%	7%	7%[57.1 µM]	-4%	nt	0%	13%
Cn1c(O)c(/C=C2\C=c3ccccc3=NC2=O)c(=O)n(C)c1=O	21%	-26%	35µM*	2%	-5%	-7%	0.3%	-3%	?
COc1ccc(OC(=O)N(C)C)c(CN(C)C)c1	3%	-19%	17%[57.1 µM]	-4%	10%[57.1 µM]	3%	-0.9%	2%	-39%
CCCNC(=O)N1[C@H]2CC[C@@H]1C(C(=O)OC)=C(c1cc3ccccc3o1)C2	5%	-26%	5%	13%	-5%	1%	nt	5%	2%
c1cc2n(c1)-c1c(ccc3c1OCO3)CNC2c1ccc2c(c1)OCO2 (stereo unspecified)	0%	-4%	14%[57.1 µM]	?	8%[57.1 µM]	-14%	0.3%	-11%	-10%
C[C@@H]1O[C@@H](O[C@H]2C[C@@H](O)[C@]3(CO)[C@H]4[C@H](O)C[C@]5(C)[C@@H](C6COC(=O)C6)CC[C@]5(O)[C@@H]4CC[C@]3(O)C2)[C@H](O)[C@H](O)[C@H]1O (stereo partly specified)	15%	-22%	-13%	-4%	-3%	-1%	1.2%	-3%	-13%
COC(=O)C1=C(c2ccc(F)cc2F)C[C@@H]2CC[C@H]1N2C(=O)N1CCC(O)CC1	-7%	14%	17%	7%	7%[57.1 µM]	0%	-0.2%	0%	4%
CNCC(O)c1cccc(OC(=O)c2ccccc2C)c1 (stereo unspecified)	1%	2%	3%[57.1 µM]	-1%	-10%	11%	-0.2%	0%	14%[11.4 µM]
COc1ccc(NC(=O)N2CCC3(CC2)OCCO3)cc1	1%	-26%	18%	-2%	5%	1%	3.5%	1%	-16%[11.4 µM]
COc1ccccc1N1CCN(Cc2ccc(Br)cc2)CC1	4%	-15%	28%	-12%	1%	8%	-3.4%	2%	-13%
O=C(c1ccc(Cl)cc1)C1CCCN(Cc2ccon2)C1 (stereo unspecified)	2%	-13%	22%	-2%	2%	0%	0.6%	-2%	8%
COc1ccc(C2=NCC(=O)N(CC(=O)NCc3ccco3)c3sc4c(c32)CCCC4)cc1OC	-2%	-4%	-17%	-15%	8%	-11%	1.0%	1%	-20%
O=c1[nH]c(=O)n(-c2cccc3ccccc23)c(O)c1/C=N/N1CCCCC1	-2%	9%	-4%[57.1 µM]	-2%	5%[57.1 µM]	7%	0.1%	-2%	18%
C/C=C1/C[N+]2(C)CCC34C(=C(C=O)[C@H]1C[C@@H]32)Nc1ccccc14 (stereo partly specified)	0%	-21%	-7%	?	-7%	6%	-1.2%	-1%	-21%
CC1=CC(O)C(O)C2(C)C1CC1OC(=O)C(O)C3C(C)C(O)C4(O)OCC13C42 (stereo unspecified)	5%	-12%	5%[11.4 µM]	22%	9%[57.1 µM]	13%	nt	0%	8%
C(=NC12CN3CN(CN(C3)C1)C2)c1cccnc1	-3%	-8%	7%	-1%	4%	-3%	0.9%	-1%	-16%
COc1ccc(OC)c(-n2c(O)c(C=NCc3ccc4c(c3)OCO4)c(=O)[nH]c2=O)c1	-5%	0%	1%	-9%	-2%[57.1 µM]	-1%	0.5%	-3%	8%

High-throughput results deposited in PubChem by National Center for Advancing Translational Sciences (NCATS).
